Compound activity deposited in PubChem BioAssay by National Center for Advancing Translational Sciences (NCATS).
TRPV1 agonist – HTS Assay for Compounds that Act as Agonists of the Vanilloid Receptor 1; Transient receptor potential cation channel subfamily V member 1 (Homo sapiens), Q8NER1; TRPV1-expressing cells, Fluo-8 calcium influx, agonist mode; activation, % at 8.33 µM; actives 0.19% (n = 320,000); AID 540275, 2011; in the data active = activation above about 80%; inconclusive = between about 30% and that limit; also: 0% is about no effect
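TRPV1-expressing cells were cultured overnight at 35.5C and loaded with Fluo-8 calcium dye for 40 to 90 min at room temperature. After a 10 s baseline, compound was added and calcium influx was read kinetically for 3 min (ex 480/em 520 nm).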
Integrin act MD – qHTS for Activators of Integrin-Mediated Alleviation for Muscular Dystrophy; alpha7betagal myoblasts, beta-gal FDG fluorescence, 48 h; Potency, µM (doses to about 38.3 µM), inactives show at the top dose activation, actives largely listed as activators; actives 0.064% (n = 350,000);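 also: potency is read from the fitted curve at half-maximal effect; 100% = response of the positive control SU9516; nearly all actives have a fitted effect of over 60% in size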
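Alpha7betagal+/- myoblasts (passage 13) were plated 16-24 hr, then exposed to compounds (1:260 dilution of DMSO stock) for 48 hours at 37C. After MPER lysis, β-galactosidase reporter activity was read as FDG fluorescence (ex 480/em 540) after 30 minutes.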
AT treatment – qHTS Assay for Identifying a Potential Treatment of Ataxia-Telangiectasia; […] A-T fibroblasts, KAP-1 phosphorylation AlphaLISA; neocarzinostatin DNA damage 30 min before lysis; Potency, µM (top dose mostly 57.5 µM), inactives show at the highest dose activation, usual class: activators; actives 0.19% (n = 320,000); AID 485349, 2010; also: potency is read from the fitted curve at half-maximal effect; % of control where 0% means no effect; nearly all actives have a fitted effect of over 45% in size
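hTERT-immortalized A-T patient fibroblasts ([…]), 500 cells/well in OPTI-MEM, 1% FBS, got compounds for 60 min, then NCS for 30 min at 37C. Lysates were then assayed for phospho-KAP-1 by AlphaLISA (anti-pKAP1 donor, anti-KAP1 acceptor beads), 6 hr at 25C.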
CXXC DNA block – qHTS Fluorescence Polarization Assay for Inhibitors of MLL CXXC domain - DNA interaction; actives 0.037% (n = 290,000); MLL-CXXC / FITC-HOXA9 DNA fluorescence polarization; Potency, µM (titrated, usually from 115 µM), for the others: top-dose activity change, negative = inhibition, usual class: inhibitors; Histone-lysine N-methyltransferase 2A (Homo sapiens), Q03164; active = well fitted inhibition curve with a large enough effect in the polarisation, with a control signal flat, not every such curve was filed as active; inconclusive = small, poorly fitted or top-dose-only effect, or effect the other way, or a change in a side signal; inactive = no such curve, though single readings can be large or run the other way; the % refers to the polarisation; also: potency is read from the fitted curve at half-maximal effect
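Fluorescence polarization: 7 uM MLL-CXXC (stock) preincubated 5 min with compounds, then 50 nM fluorescein-HOX-A9 DNA (stock) added; 30 min ambient. Buffer 50 mM Tris-HCl pH 7.5, 50 mM NaCl, 1 mM DTT, 0.05% BSA.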
S-ASM inh – Inhibitors of Secretory Acid Sphingomyelinase (S-ASM): qHTS | AID 504937, 2011 | Sphingomyelin phosphodiesterase (Homo sapiens), P17405 | placental ASM, HMU-PC fluorogenic substrate, 60 min | actives 0.006% (n = 340,000) | Potency, µM (series often up to 57.5 µM), for inactives: top-dose activity change, negative = inhibition, actives largely listed as inhibitors; also: potency is read from the fitted curve at half-maximal effect
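HMU-PC0 cleavage (9 uM final) by human placental ASM, 60 min at 37 °C following 10 min compound exposure at RT; stopped at pH 10, fluorescence Ex 386/Em 447 nm.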
KCNH2 3.1 inh – qHTS for Inhibitors of KCHN2 3.1: Mutant qHTS. U2OS KCNH2 3.1, thallium flux FluxOr; stronger effect = lower value. actives 0.95% (n = 340,000). activity change, % (tested at about 1.8 µM). AID 720553, 2013;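 active = maximum activity change below -70%; inconclusive = maximum activity change from -70% to -50%; inactive = maximum activity change above -50%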;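 also: thallium influx rate constant from kinetic fluorescence after stimulation buffer; % is scaled to controls: 0 for no effect and ±100 for the full control effect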
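FluxOr-based Tl+ influx in U2OS cells transduced with KCNH2 3.1 virus; rate constants normalized to DMSO controls.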
KCNH2 WT inh – qHTS for Inhibitors of KCHN2 3.1: Wildtype qHTS; Voltage-gated inwardly rectifying potassium channel KCNH2 (Homo sapiens), Q12809; U2OS, BacMam KCNH2, thallium flux FluxOr; stronger effect = lower value; activity change, % at 1.84 µM; actives 0.37% (n = 340,000); AID 720551, 2013;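 active = maximum activity change below -70%; inconclusive = maximum activity change between -70% and -50%; inactive = maximum activity change above -50%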; also: % is scaled to controls: 0 for no effect and ±100 for the full control effect
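U2OS cells transduced with wild-type KCNH2 virus are loaded with FluxOr dye for 45 min, and thallium flux is measured in kinetic reads before and after stimulation buffer. Rate constants are normalized to DMSO controls.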
MBNL1-CUG inh – qHTS Assay for Inhibitors of MBNL1-poly(CUG) RNA binding. Muscleblind-like protein 1 (Homo sapiens), Q9NR56. TR-FRET MBNL1-His/biotin-(CUG)12 binding, 665/545 ratio. Potency, µM (titrated, usually from 57.5 µM), inactives show at the highest dose activity change, negative = inhibition, usual class: inhibitors. actives 0.036% (n = 280,000). AID 2675, 2010; active = well fitted inhibition curve with a large enough effect in the signal ratio, with a control signal flat, not every such curve was filed as active; inconclusive = small, poorly fitted or top-dose-only effect, or effect the other way, or a change in a side signal; inactive = no such curve, though single readings can be large or run the other way; the % refers to the signal ratio; also: potency is read from the fitted curve at half-maximal effect; % is scaled to controls: 0 for no effect and ±100 for the full control effect
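Compounds (final 92 nM to 58 uM) are added to His-tagged MBNL1 and biotin-(CUG)12, then terbium anti-His antibody and streptavidin-XL665 (5 nM final). After 60 min at room temperature, the 665/545 nm ratio is read.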
Coupling enz – qHTS Assay for Inhibitors of Fructose-1,6-bisphosphate Aldolase from Giardia Lamblia: Coupling assay counterscreen; AID 2472, 2010; coupling enzyme system counterscreen, AmpLite Red fluorescence; actives 0.67% (n = 290,000); activity change, negative = inhibition, % at 58.2 µM, hits read low; in the data active = activity change below about -30%; also: % is scaled to controls: 0 for no effect and ±100 for the full control effect
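Coupling enzymes only (glyceraldehyde-3-phosphate) + compound, at 57.5 uM final, 10 min RT; add substrate/coupling/AmpLite Red mix, 20 min RT; fluorescence ex 525/em 598 nm. Actives flag coupling-system interference.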
GALK inhibitor – qHTS Assay for Inhibitors of Human Galactokinase (GALK); Potency, µM (titrated, usually from 57.5 µM), for inactives: at the top dose activity change, negative = inhibition, actives largely listed as inhibitors; AID 1868, 2009; Purified GALK, Kinase-Glo residual ATP luminescence; actives 0.007% (n = 270,000); P51570; also: potency is read from the fitted curve at half-maximal effect; % is scaled to controls: 0 for no effect and ±100 for the full control effect
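5 nM enzyme, 35 uM ATP, 100 uM galactose, 20 mM HEPES pH8.0, 5 mM MgCl2; 1 h RT; residual ATP by Kinase-Glo Plus luminescence, qHTS format.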
An asterisk follows results filed as active; ? = inconclusive; . = not tested or not shown; [ ] = dose if it differs, or a comment. Unless noted, calls follow the shape of the dose curve; as a rule, active = well fitted curve in the direction sought with a large enough effect; inconclusive = small, poorly fitted or top-dose-only effect, or another doubt; inactive = no such curve, though single readings can be large; an effect the other way counts as inactive or inconclusive.

1) CC(=O)Nc1ccc(-c2csc(NC(=O)C3CCN(S(=O)(=O)c4cccs4)CC3)n2)cc1
2) Cc1ccc(NC(=O)COc2ccc(Br)cn2)cc1
3) Clc1ccc(OCc2nn3c(C4CCCCC4)nnc3s2)c(Cl)c1
4) COc1ccc(/C=C/C(=O)NCC(=O)N/N=C/c2cc(Br)ccc2OCc2ccccc2)cc1
5) CC(C)NC(=O)Nc1cccc2c1O[C@H](CN(C)C(=O)Nc1ccc(C(F)(F)F)cc1)[C@@H](C)CN([C@H](C)CO)C2=O
6) NC(=O)c1nsc(C(=O)N(CC(=O)NC2CCCC2)c2cnc3ccccc3c2)c1N
7) COc1ccc(C(CNC(=O)Cc2ccccc2)N2CCCCC2)cc1 (stereo not given)
8) Cc1ccc(C)n1C(Cc1ccccc1)C(=O)O (stereo not given)

assay / entry	1	2	3	4	5	6	7	8
TRPV1 agonist	1	-1	?	1	.	0	3	.
Integrin act MD	12%	-5%	-10%	-35%	-17%	.	201%	.
AT treatment	1%	9%	-3%	0%	6%	-9%	1%	1%
CXXC DNA block	?	-5%	-4%	37%[activator]	.	-5%	15%	-30%
S-ASM inh	-8%	-1%	-15%	-13%	-10%	.	9%	.
KCNH2 3.1 inh	0	-7	0	-7	10	.	-15	.
KCNH2 WT inh	0	5	3	-3	3	.	-13	.
MBNL1-CUG inh	14%	.	1%	4%	.	?	-2%	18%
Coupling enz	1	3	6	1	.	5	-1	2
GALK inhibitor	0%	-2%	0%	-3%	.	0%	-1%	0%

9) Cc1cc(C)n(Cc2nc3ccccc3n2C)n1
10) CCOc1ccc(NC(=S)NC(C)c2cccs2)cc1 (stereo not given)
11) Cc1c(Cl)cnc(NC(=O)COC(=O)C2CCCC2)c1Cl
12) Cn1nc(C(F)(F)F)c(/C=N/OCc2c(Cl)cccc2Cl)c1Cl
13) CCOC(=O)C1CCN(S(=O)(=O)c2ccc3[nH]c4c(c3c2)CCCC4)CC1
14) CSCCC(NC(=O)c1ccccc1)C(=O)NC1CCCC1 (stereo not given)
15) CCC(=O)O[C@@H]1CC(=O)O[C@H](C)CC=CC=C[C@@H](O)[C@H](C)C[C@H](CC=O)[C@H](O[C@H]2O[C@H](C)[C@@H](O[C@H]3C[C@@](C)(O)[C@@H](OC(=O)CC)[C@H](C)O3)[C@H](N(C)C)[C@H]2O)[C@H]1OC
16) COc1ccc(-c2cc(C(=O)NC(C)c3ccccn3)c3ccccc3n2)cc1OC (stereo not given)

assay / entry	9	10	11	12	13	14	15	16
TRPV1 agonist	0	7	.	.	5	-2	-2	4
Integrin act MD	1%	15%	11%	-16%	0%	-23%	.	15%
AT treatment	15%	-4%	9%	11%	-1%	.	-3%	4%
CXXC DNA block	2%	19%	.	-1%	-1%	1%	14%	.
S-ASM inh	-2%	-1%	-1%	-6%	-11%	-1%	.	47%[activator]
KCNH2 3.1 inh	10	7	-9	7	-9	19	.	16
KCNH2 WT inh	-16	2	-6	-7	-11	-15	.	4
MBNL1-CUG inh	3%	14%	.	-9%	1%	-4%	-3%	.
Coupling enz	1	3	.	4	-3	-4	0	.
GALK inhibitor	-3%	1%	.	-1%	6%	1%	3%	.

17) COc1ccc(C2(C)CC(C)(C)Nc3ccccc32)cc1 (stereo not given)
18) CCOC(=O)C1C(=O)C=C(c2ccc(C)cc2)CC1c1cccc([N+](=O)[O-])c1 (stereo not given)
19) COCCNC(=O)c1ccccc1NC(=O)c1ccccc1N(C)S(=O)(=O)c1ccccc1
20) O=S(=O)(NCc1cc(-c2ccc(Cl)cc2)no1)c1ccc(Cl)cc1
21) COc1ccc(/C=C2\CCCc3c2nc2ccccc2c3C(=O)OCC(=O)c2c(N)n(C)c(=O)n(C)c2=O)cc1
22) Cc1ccc(-c2ccc(/C=N/NC(=O)c3ccccc3O)o2)cc1
23) COc1ccccc1N1CCN(C(=O)c2cc(-c3ccccc3O)on2)CC1
24) Cc1cc(N2CCN(C(=O)c3cccs3)CC2)c(F)cc1[N+](=O)[O-]

assay / entry	17	18	19	20	21	22	23	24
TRPV1 agonist	8	1	6	.	-4	-1	5	?
Integrin act MD	-9%	-24%	5%	-15%	.	.	14%	-56%
AT treatment	?	5%	5%	-2%	9%	-5%	-5%	-4%
CXXC DNA block	10%	9%	0%	-5%	-6%	-7%	58%[activator]	2%
S-ASM inh	-3%	-4%	6%	-11%	.	.	-12%	-8%
KCNH2 3.1 inh	6	-21	17	17	.	.	-11	8
KCNH2 WT inh	6	23	4	-1	.	.	11	15
MBNL1-CUG inh	0%	123%[activator]	0%	0%	18%	.	4%	.
Coupling enz	-1	1	-2	-1	1	6	0	2
GALK inhibitor	-6%	2%	-1%	-2%	1%	0%	6%	-7%

25) Fc1ccc(-[n+]2nc(Nc3ccccc3)sc2-c2c(Cl)cccc2Cl)cc1
26) CN(C)/C=C1\N=C(c2ccc3c(c2)OCO3)OC1=O
27) CCC1(c2ccc(F)cc2)NC(=O)N(CC(=O)N(C)C2CCS(=O)(=O)C2)C1=O (stereo not given)
28) CCc1ccc(S(=O)(=O)NCCc2cn3ccc(C)cc3n2)s1
29) COc1ccc(C(c2c(NC(=O)c3ccco3)sc(C)c2C)N2CCOCC2)cc1 (stereo not given)
30) COC(=O)Nc1nc2ccc(-c3n[nH]c(=O)c4ccccc34)cc2[nH]1
31) COc1ccc2oc(=N)c(-c3nnc4n3CCCCC4)cc2c1
32) NC(=O)C1CCCN(CC(=O)N2CCN(c3ccccc3)CC2)C1 (stereo not given)
33) CCC1(c2ccccc2)NC(=O)N(CC(=O)NCc2ccncc2)C1=O (stereo not given)
34) CC(C)C[C@@H](CN1CCCC1CN1C(=S)NC[C@@H]1Cc1ccc(O)cc1)N1C[C@H](Cc2ccc(O)cc2)N(CC2CCCCCC2)C1=S (stereo not given in full)

assay / entry	25	26	27	28	29	30	31	32	33	34
TRPV1 agonist	12	10	-2	0	4	-1	3	1	-1	.
Integrin act MD	-41%	5%	19%	28%	-2%	2%	0%	12%	5%	-43%
AT treatment	-13%	1%	16%	-4%	4%	0%	4%	-1%	-1%	.
CXXC DNA block	?	-2%	.	8%	.	3%	0%	2%	23%	.
S-ASM inh	-9%	-2%	3%	3%	-1%	0%	108%[activator]	-14%	2%	?
KCNH2 3.1 inh	-36	15	1	2	-17	-2	7	-10	-7	-31
KCNH2 WT inh	9	6	1	10	-17	9	-4	0	-4	-13
MBNL1-CUG inh	4%	?	.	-4%	.	16%[11.5 µM]	?	-4%	0%	.
Coupling enz	-11	0	.	-1	.	4	2	2	0	.
GALK inhibitor	.	-1%	.	-1%	.	.	-2%	12%	-1%	.
